# M1 PAM parental = nonselective activator or artifact in parental CHO-K1 calcium assay; AID 602247; 0.02% of 360,000 active; activation, % at 3 µM; ATP EC20, Fluo-8 calcium fluorescence; 0% at ATP EC20, 100% at ATP max;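 active = activation above the run cutoff, the mean activation of all test compounds plus 3 SD, cut at about 40% in these data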;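 note: peak over basal fluorescence ratio in a 140 s read after ATP addition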
# CHO-K1 Ca antag = counter-screen for M1 antagonists: effect in parental CHO-K1 cells; ATP-induced calcium, Fluo-8 fluorescence; inhibition, % at 3 µM; 0.6% of 360,000 active; AID 602250;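 active = inhibition above a per-plate cutoff, the plate's mean sample inhibition plus 3 SD, cut at about 24% in these data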;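 note: 0% = DMSO plus EC80 ATP and 100% = DMSO alone without ATP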
# OXTR potentiate = human OXTR potentiation | P30559 | CHO-OTR cells, Fluo-8 calcium fluorescence, potentiator mode; 0% = oxytocin EC15, 100% = EC100 | 0.061% of 320,000 active | AID 2445 | activation, % at 3 µM;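 active = activation above that plate's cutoff, the mean activation of tested compounds plus 3 SD, cut at about 6.6% in these data, passing the limit was not always enough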;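 note: 100% uses oxytocin at 75 nM as the full agonist control; some results filed as inactive read as strong as hits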
#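 System: human OTR in CHO cells / Also added: sub-maximal oxytocin, roughly EC15 / Control set: EC15 oxytocin low, 75 nM oxytocin high / Schedule: 6 min compound pre-incubation at room temperature, 100 s kinetic read / Compound: single-point 3.0 µM / Replication: singlicate / Technique: Fluo-8 calcium dye fluorescence / Read-out basis: % activation of max/min ratio relative to oxytocin controls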
# CHO parental Ca = signal in parental CHO cells, OX1R antagonist counter-screen. parental CHO-K1, ATP-induced calcium, Fluo-8 fluorescence. inhibition, % at 5.6 µM. 0.63% of 330,000 active. AID 463079;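 active = inhibition above that plate's mean sample inhibition plus 3 SD, cut at about 26% in these data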;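 note: 0% = ATP-challenged DMSO wells and 100% = DMSO wells without ATP; some compounds past the cut are filed as inactive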
#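 Test system: untransfected parental CHO cell line; also added: ATP stimulus; dosing: 5.6 µM, single dose; signal: calcium-sensitive Fluo-8 fluorescence; measure: percent inhibition of ATP-evoked calcium rise, normalized to controls; benchmarks: low control ATP plus DMSO, high control DMSO only; replication: one well per compound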
# CHRM1 agonist = human M1 muscarinic receptor agonism | P11229 | CHO-K1 hM1, Fluo-8 calcium fluorescence, agonist mode; 0% DMSO, 100% acetylcholine EC100 | activation, % at 3 µM | 0.33% of 360,000 active;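 active = activation above the run's mean compound activation plus 3 SD, cut at about 16% in these data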;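 note: peak over basal fluorescence ratio within a 140 s kinetic read after compound addition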
# Target sequence (P11229 whole entry, looked up): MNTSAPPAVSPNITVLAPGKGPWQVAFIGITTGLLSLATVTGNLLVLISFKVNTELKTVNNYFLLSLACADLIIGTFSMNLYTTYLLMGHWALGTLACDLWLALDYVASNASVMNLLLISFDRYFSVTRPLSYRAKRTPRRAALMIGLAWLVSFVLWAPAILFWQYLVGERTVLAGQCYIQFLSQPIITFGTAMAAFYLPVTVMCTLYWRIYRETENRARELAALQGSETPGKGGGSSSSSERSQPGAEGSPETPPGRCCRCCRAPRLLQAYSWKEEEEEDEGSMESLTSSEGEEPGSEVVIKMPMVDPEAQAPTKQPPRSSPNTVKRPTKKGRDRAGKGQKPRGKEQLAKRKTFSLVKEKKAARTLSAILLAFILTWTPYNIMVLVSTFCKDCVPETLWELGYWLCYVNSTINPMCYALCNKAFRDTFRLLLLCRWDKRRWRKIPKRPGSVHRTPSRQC
# V1aR counter = activates human V1a receptor in oxytocin agonist counter-screen | P37288 | CHO-V1R cells, Fluo-8 calcium fluorescence, agonist mode; 0% DMSO, 100% 3 nM vasopressin | activation, % at 3 µM | 0.25% of 320,000 active | AID 2797;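 active = activation above the mean activation of all tested compounds plus 3 SD, per screening run, cut at about 20% in these data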;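 note: signal is peak over basal fluorescence ratio across a 100 second FLIPR read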
# TAAR1 antag = human TAAR1 antagonism; inhibition, % at 3 µM; AID 624466; Q96RJ0; 1.5% of 360,000 active; CHO RD-HGA16 TAAR1, Fluo-8 calcium fluorescence, antagonist;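 active = inhibition above a per-plate cutoff, the mean inhibition of test compounds on that plate plus 3 SD, cut at about 49% in these data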;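 note: 0% = DMSO plus EC80 beta-PEA response and 100% = DMSO alone without agonist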
# Target sequence (Q96RJ0 whole entry, looked up): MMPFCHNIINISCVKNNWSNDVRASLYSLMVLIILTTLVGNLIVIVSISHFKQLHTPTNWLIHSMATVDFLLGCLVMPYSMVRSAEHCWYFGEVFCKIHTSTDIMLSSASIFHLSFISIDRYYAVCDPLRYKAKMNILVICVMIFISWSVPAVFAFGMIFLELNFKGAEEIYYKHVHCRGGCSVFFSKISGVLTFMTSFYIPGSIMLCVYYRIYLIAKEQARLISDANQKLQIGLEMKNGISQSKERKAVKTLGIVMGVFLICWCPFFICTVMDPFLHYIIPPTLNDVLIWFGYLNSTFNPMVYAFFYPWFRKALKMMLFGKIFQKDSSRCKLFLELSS
#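 Test system: hTAAR1-expressing CHO RD-HGA16 cells, Gα16-coupled; Probe or stimulus: EC80 β-phenethylamine stimulus; Compound dosing: single nominal final test compound concentration of 3 µM; Timing: 140 s kinetic read after compound, 140 s after agonist; Signal: Fluo-8 calcium-sensitive fluorescence; Measure: % inhibition of agonist calcium response; Controls: DMSO and EC80 PEA controls.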
# CHO-K1 Ca ag = M1 agonist counterscreen hit in parental CHO-K1 cells. 0.48% of 360,000 active. activation, % at 3 µM. Fluo-8 calcium fluorescence; scaled to maximal ATP response, vehicle zero. AID 602248; in the data active = activation above about 15%;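 note: untransfected CHO-K1 host cells lacking M1 receptor as counterscreen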
# TAAR1 ag = human TAAR1 agonism; CHO RD-HGA16 TAAR1, Fluo-8 calcium fluorescence; vehicle wells 0%, saturating PEA agonist 100%; activation, % at 3 µM; 0.99% of 360,000 active;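 active = activation above the mean activation of all test compounds in the run plus 3 SD, cut at about 38% in these data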
#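 Benchmarks: low control DMSO, high control PEA (EC100); System: CHO RD-HGA16 cells carrying human TAAR1 plus Gα16; Detection: Fluo-8 fluorescence, 5 s baseline then 140 s kinetic read; Schedule: 17-24 h plating, Fluo-8 75 min 37 °C, 30 min RT; Read-out basis: % activation from peak over basal fluorescence ratio, DMSO-to-PEA scaled.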
# Starred values were filed as active, the others as inactive; . = no result given.
SMILES,M1 PAM parental,CHO-K1 Ca antag,OXTR potentiate,CHO parental Ca,CHRM1 agonist,V1aR counter,TAAR1 antag,CHO-K1 Ca ag,TAAR1 ag
O=C(NCc1cccnc1)c1ccc(Cl)c(S(=O)(=O)N2CCOCC2)c1,10,-13,.,.,-5,.,-10,1.1,3
COc1ccc(CCNC(=O)c2cccc(NC3=NC4CS(=O)(=O)CC4S3)c2)c(OC)c1 (stereo unspecified),15,-6,-9,-4,-2,-0.5,-35,0.2,1
CC(=O)Nc1nc(C)c(S(N)(=O)=O)s1,17,-12,-1,-14,-4,0.4,-17,0.2,4
CCC(=O)NCCc1nc2cc(NC(=O)c3ccccc3Cl)ccc2n1C,5,-10,.,.,3,.,-21,0.9,1
CC1Oc2ccccc2N(CC(=O)NCc2ccc3c(c2)OCO3)C1=O (stereo unspecified),17,-19,-17,-11,-4,0.3,-2,1.4,-1
COc1cccc(CNCC(O)COc2ccc(C(=O)c3ccccc3)cc2)c1 (stereo unspecified),9,-16,-11,-22,-2,6.4,14,4.3,23
CCN(CC)C(=O)CSc1nnc(COc2ccccc2)n1CC,-6,11,-7,-15,-2,-0.6,18,0.6,5
COc1cccc(/C(O)=C/c2nc3ccc(C(=O)NCCc4ccc(Cl)cc4)cc3[nH]c2=O)c1,25,-16,.,.,-5,.,16,0.2,1
CCN(CC)CCn1c(NC(=O)c2ccc(C(F)(F)F)cc2)nc2ccccc21,-10,-3,-4,-11,-11,2.0,-5,0.4,-1
O=[N+]([O-])c1ccc(NC2CCN(Cc3ccccc3)CC2)c([N+](=O)[O-])c1,15,-10,-3,-16,-13,1.9,1,1.9,0
CCC(C(=O)NC1CCCC1)N(Cc1ccc2c(c1)OCO2)C(=O)c1snc(C(N)=O)c1N (stereo unspecified),18,-11,-9,-26,-4,-0.6,.,2.2,.
COc1ccc(-n2c(SC)nc(O)c(Cc3ccccc3)c2=O)cc1,6,-9,3,8,-2,0.1,-5,0.1,4

# Four of the entries above in order of their number in TAAR1 ag, rising:
mol	OXTR potentiate	CHRM1 agonist	TAAR1 antag	TAAR1 ag
O=[N+]([O-])c1ccc(NC2CCN(Cc3ccccc3)CC2)c([N+](=O)[O-])c1	-3	-13	1	0
CCC(=O)NCCc1nc2cc(NC(=O)c3ccccc3Cl)ccc2n1C	.	3	-21	1
O=C(NCc1cccnc1)c1ccc(Cl)c(S(=O)(=O)N2CCOCC2)c1	.	-5	-10	3
CC(=O)Nc1nc(C)c(S(N)(=O)=O)s1	-1	-4	-17	4

# Following part:
SMILES,M1 PAM parental,CHO-K1 Ca antag,OXTR potentiate,CHO parental Ca,CHRM1 agonist,V1aR counter,TAAR1 antag,CHO-K1 Ca ag,TAAR1 ag
COc1ccc(N2C(=NC(=O)C3CCCCC3)SC3CS(=O)(=O)CC32)cc1OC (stereo unspecified),20,-17,0,-5,-1,0.8,-12,1.2,11
CC1=C(C(=O)N2CCOCC2)CC(CC(=O)NC2CC2)C(=O)N1CCC1=CCCCC1 (stereo unspecified),11,4,.,.,-4,.,-1,0.8,1
COc1ccc(-c2cc3nc(-c4ccccc4)cc(N4CCC5(CC4)OCCO5)n3n2)cc1,4,-9,-9,-9,3,0.2,26,1.1,6
CCOC(=O)c1[nH]c(C)c(C(=O)OCc2ccc(C)cc2)c1C,-20,-8,-10,-22,-1,1.1,4,3.1,0
CC(C)NC(=O)Nc1ccc2c(c1)C(=O)N([C@H](C)CO)C[C@H](C)[C@@H](CN(C)S(=O)(=O)c1cccs1)O2,9,-9,1,-9,-10,0.2,13,0.5,-1
Cc1cccc(NC(=O)c2sc3nc4c(c(-c5ccco5)c3c2N)CCC4)c1,-6,21,-9,-22,-4,0.5,14,-0.3,1
Cc1nn(-c2ccc(Cl)cc2)c(NC(=O)C(C)C)c(-c2ccccc2)c1=O,-8,-11,-9,-5,0,-1.5,-22,5.4,1
COc1cc(N2C(=O)CSC23C(=O)Nc2ccccc23)cc(OC)c1OC (stereo unspecified),14,-17,-10,-7,-2,0.4,5,0.6,1
Cc1cccc(Cn2nc(C)c(NC(=O)c3ccc(F)cc3)c2C)c1,-16,2,-11,5,-4,-1.1,-16,-0.1,0
Cc1ccc(/C=N/NC(=O)c2nnn(-c3nonc3N)c2CSc2ccccc2)s1,10,-20,-4,-8,0,1.4,-7,0.0,0
N/C(=N\OC(=O)c1cccc(Cl)c1)c1ccncc1,-12,11,-1,1,-4,0.5,10,-0.3,2
COC(C(=O)N/N=C(\C)CC(=O)Nc1ccc(Cl)cc1C)c1ccccc1 (stereo unspecified),34,-24,-10,-24,-2,-1.2,11,1.2,0
Cc1ccc(N2CC(C(=O)NCc3ccco3)CC2=O)cc1Cl (stereo unspecified),3,-10,-14,-14,-5,4.5,-18,0.8,1
CCCOc1cccc(C(=O)N(Cc2ccccc2)C2CCS(=O)(=O)C2)c1 (stereo unspecified),13,0,-2,-21,-5,0.5,5,2.8,-1
CCc1nc(SCc2ccccn2)c2c(=O)n(C)c(=O)n(C)c2n1,5,8,2,-7,-7,0.6,7,-0.1,-1
CCCOc1ccc(N2C(=O)CC(N3CCN(CCN=CC4=C(O)CC(C)(C)CC4=O)CC3)C2=O)cc1 (stereo unspecified),-7,-8,0,-28,-8,0.1,-22,0.4,-1
CN(C)NC(=O)C12CCC(C)(C(=O)O1)C2(C)C (stereo unspecified),-11,10,1,8,-5,0.7,-18,-0.6,3
CC(C)(C)N1CC(C(=O)Nc2cccc(Cl)c2Cl)CC1=O (stereo unspecified),20,-8,-11,-16,1,1.6,-23,0.8,3
O=[N+]([O-])c1cccc(-c2ccc(C(=S)N3CCN(c4ccc(F)cc4)CC3)o2)c1,9,-9,-8,-6,-5,1.4,-6,0.0,-1
COc1ccc(CCN2C(=O)CSC2c2cccc([N+](=O)[O-])c2)cc1OC (stereo unspecified),8,2,2,-12,-3,3.3,-27,2.9,1
N#Cc1ccc(COc2cccnc2[N+](=O)[O-])cc1,-28,-17,-8,-5,-5,1.1,5,1.7,-3
O=C(NCc1ccco1)c1cccn2c(=O)c3c4c(sc3nc12)CCCC4,3,-11,-15,-15,-5,-0.8,-4,0.0,4
COc1ccc(S(=O)(=O)N2CCN(Cc3ccccc3OC)CC2)cc1,4,-2,.,.,-6,.,-10,0.5,-1
Cc1occc1-c1nnc(SCC(=O)N2CCOCC2)o1,0,8,-8,10,-2,0.0,5,0.0,2
O=C1c2ccccc2C(=O)N1CCCCSc1nnc2c(Cl)cc(Cl)cn12,18,-18,3,-34,-5,-1.5,-16,-0.1,6
COc1ccc(NS(=O)(=O)c2cc(NC(=O)[C@H](C)NC(N)=O)ccc2N2CCCC2)cc1,4,-1,-8,-3,-6,1.1,6,0.4,0
CCOC(=O)/C=C/C(=O)OCC(=O)Nc1ccc(Cl)cc1Cl,23,-8,6,-1,-6,0.1,-13,2.0,-2
Cc1cccc(/C=N/NC(=O)NC23CC4CC(CC(C4)C2)C3)n1,0,-8,-15,-13,3,-0.1,-18,1.3,0
CC12CN3CC(C)(CN(C1)C3c1ccc([N+](=O)[O-])o1)C2 (stereo unspecified),11,-11,-1,-9,-4,-0.6,13,0.5,0
CC(=O)c1ccc(N2CCN(C(=S)Nc3cccc(F)c3)CC2)cc1,10,0,-31,4,2,7.6,39,6.2,25
Cc1cc(/C=C2/NC(=O)NC2=O)c(C)n1C,14,-11,-12,2,-8,0.3,16,0.8,5
CCOC(=O)c1ccc(NC=C2C(=O)OC3(CCCCC3)OC2=O)cc1,10,-3,-7,-1,-4,0.7,-5,0.1,16
Cc1ccc(CCNc2ccccc2)c[n+]1[O-],11,-3,-10,17,-3,0.2,-8,0.3,5
COc1ccc(NC(=O)Cc2c(Cl)cccc2Cl)cn1,26,-14,3,-5,-10,0.3,27,-0.3,0
CCn1c(CNC(=O)c2ccco2)nnc1SCC(=O)Nc1ccc(Br)cc1F,2,6,8,-21,-7,-0.4,10,-0.2,12
Cc1ccc(/C=N/N2CCN(Cc3ccc(C)cc3)CC2)cc1,13,-2,-9,-11,-3,-2.7,-11,4.4,5
CCOC(=O)C(=CNc1ccc2c(c1)c1ccccc1n2CC)C(=O)OCC,8,5,-7,-13,-6,0.6,-10,0.1,10
CCCCC1(C)OC(=O)C(=Cc2ccc(-c3ccc(Cl)c(C(=O)O)c3)o2)C(=O)O1 (stereo unspecified),17,-19,4,-8,-3,1.7,-10,0.3,1
Nc1nnnn1/N=C/c1cc([N+](=O)[O-])ccc1O,7,-3,1,5,-1,12,0,1.5,0
COC(=O)C(C)(C)NC(=O)c1cccs1,3,11,0,6,-2,0.9,10,-0.1,3
C[n+]1cccc(C(=O)N/N=C/c2ccc3c(c2)OCO3)c1,-1,-17,-8,0,-2,0.7,-12,0.4,0
CCOC(=O)C1CCCN(c2oc(-c3ccc(F)cc3)nc2C#N)C1 (stereo unspecified),5,-11,-7,-25,-3,-0.9,-10,0.6,10
CCOc1ccc(N(CC(=O)NC(C)(C)C)C(=O)c2ccco2)cc1,15,-6,-1,-12,0,-0.6,1,0.0,1
CN(C)C(CNC(=O)CNC(=O)c1ccc2ccccc2c1)c1ccccc1 (stereo unspecified),4,-2,-3,-14,-10,0.9,-3,0.1,2
N#Cc1c(N(CCO)CCO)nc(N)c2c(N)nc3c(c12)CC(=O)N3CC1CCCO1 (stereo unspecified),17,-10,-6,-8,-2,0.5,-23,0.2,7
O=C(CSCC(=O)c1ccccc1)Nc1ccccc1Cl,9,1,-9,-14,-2,0.8,0,-0.1,6
COc1ccccc1-c1cnc(C(O)c2ccc(C)c(F)c2)[nH]1 (stereo unspecified),14,-4,.,.,3,.,-15,2.5,7
CN(C)CCNc1ncnc2c1ncn2[C@H]1CN(Cc2ccc(F)cc2)C[C@@H](CO)O1,4,-7,.,.,1,.,-22,0.1,1
Cn1ncc2c(Nc3cccc(Cl)c3)nc(Nc3cccc(Cl)c3)nc21,-14,-11,-7,-22,-4,-1.5,1,0.0,-1
O=C(Nc1ccc2c(c1)C(=O)OC2)Nc1cccc2ccccc12,-3,8,-6,-17,-4,1.8,8,-0.1,5

# From PubChem BioAssay
